PRMT1 FP inh: PRMT1 methyltransferase inhibitors, primary screen, biochemical, fluorescence polarization; Protein arginine N-methyltransferase 1 (Homo sapiens), Q99873; recombinant PRMT1, activity-based probe fluorescence polarization; inhibition, % at 2.79 µM; 370,000 tested, 1.3% active; AID 652257, 2013;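 active = inhibition above about 21% made by adding two undisclosed values, limit read from the data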
TDP2 inh: human TDP2 enzyme inhibitors, primary screen, biochemical, epi absorbance, recombinant enzyme; inhibition, % at 12.8 µM; T5PNP hydrolysis, p-nitrophenol absorbance 415 nm; 370,000 tested, 0.34% active; AID 720702, 2013;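 active = inhibition above the mean of all tested compounds plus 3 SD, set per campaign, cut at about 25% in these data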;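 also: 0% = DMSO with enzyme and 100% = buffer with substrate but no TDP2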
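Read-out basis: percent inhibition. System: recombinant human TDP2. Buffer or medium: Mg2+-containing Tris-HCl buffer, pH 7.5. Repeats: single replicate. Timing: reaction 2 h, 37 °C. Benchmarks: high control without enzyme, low control DMSO plus TDP2. Probe or stimulus: 5 mM T5PNP. Doses: 12.8 µM only. Measured by: epi absorbance of p-nitrophenol freed from T5PNP by hydrolysis.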
mABHD4 FP: ABHD4 inhibitors, primary screen, biochemical, fluorescence polarization, mouse; (Lyso)-N-acylphosphatidylethanolamine lipase (Mus musculus), Q8VD66; purified mABHD4, FP-Rh probe fluorescence polarization; inhibition, % at 8.92 µM; 370,000 tested, 0.54% active;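 active = inhibition exceeding the mean over every tested compound plus 3 SD, cut at about 30% in these data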;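 also: 0% = plate median of compound wells and 100% = S159A mutant with DMSO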
Target sequence (Q8VD66 whole entry, looked up): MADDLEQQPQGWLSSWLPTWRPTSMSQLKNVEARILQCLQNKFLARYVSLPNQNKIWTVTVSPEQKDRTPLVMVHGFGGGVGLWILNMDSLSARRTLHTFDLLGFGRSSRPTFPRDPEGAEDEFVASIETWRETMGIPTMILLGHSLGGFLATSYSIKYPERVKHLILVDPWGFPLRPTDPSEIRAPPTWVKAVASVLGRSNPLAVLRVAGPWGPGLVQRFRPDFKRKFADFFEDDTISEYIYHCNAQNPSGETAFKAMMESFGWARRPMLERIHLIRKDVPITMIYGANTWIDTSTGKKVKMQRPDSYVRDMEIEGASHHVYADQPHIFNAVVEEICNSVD
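Doses – 8.92 µM, single dose · Material – wild-type mouse ABHD4 protein · Replication – single well per compound (singlicate) · Measure – percent inhibition of probe binding, normalized to plate controls · Schedule – 45 min compound pre-incubation plus 60 min probe step, 25 °C · Detection – fluorescence polarization with parallel and perpendicular emission, 525/598 nm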
TCR CD3 inh: inhibitors of human TCR-CD3 interaction, primary screen, biochemical, fluorescence, TAMRA-labeled TCR probe; T-cell receptor (TCR); inhibition, % at 9.4 µM; 360,000 tested, 0.37% active; AID 651800, 2012; in the data active = inhibition above about 19%;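 also: recombinant mutant TCR 2C K166C tagged with TAMRA read by polarization; 0% = receptor in buffer alone and 100% = receptor with positive control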
HTRA1 inh: HTRA1 serine protease inhibitors, primary screen, biochemical, fluorescence polarization, HTS; 340,000 tested, 0.5% active; AID 504803, 2011; Q92743; inhibition, % at 5.96 µM; recombinant HTRA1, FP-rhodamine activity-based probe; in the data active = inhibition above about 36%;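 also: 0% = enzyme with DMSO and 100% = wells lacking enzyme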
UHRF1 MBD2 ctr: UHRF1 methylated DNA binding inhibitors, primary screen, counter-screen for MBD2 inhibitor project, biochemical, TR-FRET, human UHRF1, single concentration | UHRF1 binding to methylated oligo | AID 687016, 2013 | inhibition, % at 4.4 µM | 370,000 tested, 0.75% active; in the data active = inhibition above about 21%;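 also: UHRF1 SRA domain binding a hemimethylated CpG hairpin DNA probe; 0% = median of test compound wells and 100% = reference inhibitor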
LEDGF integ inh: blockers of LEDGF/p75-dependent integrase strand transfer – biochemical, TR-FRET, high throughput, primary screen | inhibition, % at 3.7 µM | TR-FRET IN-LEDGF/p75 DNA integration, Eu/Cy5 | AID 743269, 2014 | HIV-1 integrase (with human LEDGF/p75) | 370,000 tested, 0.64% active;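 active = inhibition above the screen-wide mean plus 3 SD, cut at about 13% in these data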;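 also: signal is the Cy5 over europium emission ratio at 671 and 618 nm; 0% = plate median of compound wells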
SIAE primary: human SIAE inhibitors, primary screen, biochemical, fluorescence polarization, FP-Rh probe, 1536-well HTS. Sialate O-acetylesterase (Homo sapiens), Q9HAT2. SIAE FP-Rh probe binding. inhibition, % at 9.66 µM. 370,000 tested, 0.69% active;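 active = inhibition above a cutoff: mean of compounds within the control limits plus 3 SD of those, cut at about 17% in these data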;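 also: 0% = plate median of compound wells and 100% = probe without SIAE protein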
Target sequence (Q9HAT2 whole entry, looked up): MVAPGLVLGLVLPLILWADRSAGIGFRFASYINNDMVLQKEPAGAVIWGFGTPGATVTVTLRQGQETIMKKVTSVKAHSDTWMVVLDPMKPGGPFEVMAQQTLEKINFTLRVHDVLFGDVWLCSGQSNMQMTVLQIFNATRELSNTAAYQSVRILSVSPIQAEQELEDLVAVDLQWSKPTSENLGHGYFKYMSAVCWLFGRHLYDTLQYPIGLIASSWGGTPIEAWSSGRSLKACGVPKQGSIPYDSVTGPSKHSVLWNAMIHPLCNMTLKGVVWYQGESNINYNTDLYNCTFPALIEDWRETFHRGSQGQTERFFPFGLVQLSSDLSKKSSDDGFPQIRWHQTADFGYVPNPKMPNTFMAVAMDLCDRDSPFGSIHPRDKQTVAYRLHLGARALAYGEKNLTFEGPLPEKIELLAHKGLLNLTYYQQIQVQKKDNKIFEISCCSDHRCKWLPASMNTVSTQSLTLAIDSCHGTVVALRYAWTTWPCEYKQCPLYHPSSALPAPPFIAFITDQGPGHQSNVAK
PG9 Ab binder: binders of HIV-1 gp120 antibody PG9, primary screen, biochemical, TR-FRET; 360,000 tested, 0.43% active; TR-FRET gp120-PG9 antibody binding; inhibition, % at 6.7 µM; HIV-1 gp120 / PG9 antibody interaction; in the data active = inhibition above about 8.5%
Tn7 DDE FP: inhibitors of Tn7 peptide binding to fibrin DD(E), primary screen, biochemical, fluorescence polarization, human fibrin, Tn7 probe. FP displacement of FITC-Tn7 peptide from fibrin DD(E); 0% = median of compound wells per plate. inhibition, % at 8.3 µM. 370,000 tested, 0.13% active. AID 720508, 2013. Fibrinogen beta chain (Homo sapiens), P02675;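 active = inhibition above the mean of compounds falling within the control limits plus 3 SD of them, cut at about 14% in these data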;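 also: 0% = plate median of compound wells and 100% = 10 µM Aha-Tn7 peptide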
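Test system: human clot-derived fibrin DD(E) complex / Quantity: 2 µM final DD(E) protein / Incubation: 10 min plus 3 h, room temperature / Measured by: fluorescence polarization / Benchmarks: high control of 10 µM Aha-Tn7 peptide / Replicates: singlicate testing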
* marks the source's active call; other numbers are inactive results; / = no result given.

Every second line gives: PRMT1 FP inh	TDP2 inh	mABHD4 FP	TCR CD3 inh	HTRA1 inh	UHRF1 MBD2 ctr	LEDGF integ inh	SIAE primary	PG9 Ab binder	Tn7 DDE FP
COc1ccccc1N1Cc2ccc(OC)c(OC)c2C1=O
  -2	4	-1	-3	9	-1	-3	1	-0.9	-11
Cc1ccc(-n2c(SCC(=O)NCc3ccco3)nc3sc(C)c(C)c3c2=O)cc1
  -1	4	-2	5	6	1	1	-8	30*	-3
COc1ccc(CNC(=O)C2CCCN2C(=O)NCc2ccccc2)cc1 (centres undefined)
  4	13	2	-3	2	-1	-6	-4	-0.3	0
Cc1cccn2c(=O)c(/C=C(\C#N)C(=O)NC3CCS(=O)(=O)C3)c(Oc3ccc(F)cc3)nc12 (centres undefined)
  1	3	1	17	1	2	-3	-3	0.0	-6
COc1ccc(N(C(=O)c2ccc(S(=O)(=O)N3CCOCC3)cc2)C2C=CS(=O)(=O)C2)cc1 (centres undefined)
  1	-2	2	-6	2	0	-2	-1	-2.2	3
Cc1cc(Cl)cc(Cl)c1OCCOc1cccc2cccnc12
  3	1	-29	0	-40	3	4	0	0.7	2
O=C(/C=C/c1ccc(F)cc1)N1CCc2ccccc2C1
  4	-5	-11	1	-9	0	-6	-1	-0.3	-1
CCN(CCn1cccn1)Cc1cn[nH]c1-c1ccc(OC)cc1F
  3	4	-4	-6	3	-1	-5	-4	-0.9	1
COc1ccc(Nc2ccc3ccccc3c2)cc1
  18	5	20	0	25	-1	4	17	3.4	1
CCCCOc1ccc(-c2nnc(-c3ccncc3)o2)cc1
  0	-9	-6	5	-10	-3	-3	-1	-0.9	-2
CNc1ccc2nnc(C(F)(F)C(F)(F)C(F)(F)F)n2n1
  6	-2	2	-8	1	6	-5	0	-1.5	3
COC(=O)C1=C(N)Oc2cc(C)[nH]c(=O)c2C1c1ccccc1OC (centres undefined)
  6	-6	-1	-6	9	2	1	0	-2.8	0
O=[N+]([O-])c1cc2c(cc1Br)CCN2
  0	6	2	3	-2	-4	-5	6	-0.8	2
COc1ccc(CN=C(C#N)C2=C(O)c3ccccc3C2=O)cc1
  2	-8	-3	-5	-3	-2	-5	0	-1.3	6
CCCCCCOc1ccc(/C(C)=N/NC2=NCCN2)cc1
  0	-16	22	-3	7	3	-2	-1	-0.9	7

Some of the entries above, set out differently:
SMILES	PRMT1 FP inh	TDP2 inh	mABHD4 FP	TCR CD3 inh	HTRA1 inh	UHRF1 MBD2 ctr	LEDGF integ inh	SIAE primary	PG9 Ab binder	Tn7 DDE FP
COc1ccccc1N1Cc2ccc(OC)c(OC)c2C1=O	-2	4	-1	-3	9	-1	-3	1	-0.9	-11
CCCCCCOc1ccc(/C(C)=N/NC2=NCCN2)cc1	0	-16	22	-3	7	3	-2	-1	-0.9	7

New compounds follow.
Every second line gives: PRMT1 FP inh	TDP2 inh	mABHD4 FP	TCR CD3 inh	HTRA1 inh	UHRF1 MBD2 ctr	LEDGF integ inh	SIAE primary	PG9 Ab binder	Tn7 DDE FP
Cc1ccccc1NC(=S)NC(=O)Cc1ccc(Cl)cc1
  3	-10	6	5	-6	-1	3	0	2.4	0
c1ccc(N2CCOCCOCCOCCOCCOCC2)cc1
  -2	9	0	7	1	-1	1	2	-0.6	5
COc1ccc([C@H]2CC(=O)C=C(c3cccc(Br)c3)C2)cc1OC
  1	3	-16	-2	-39	6	-2	-8	0.5	-7
O=C(OCCN1C(=O)CCC1=O)c1ccc(S(=O)(=O)N2CCCCC2)cc1
  0	-2	-2	2	3	0	-1	3	-0.2	2
CNC(=O)C1(C)C=CC2(CCCCC2)N1C(=O)OC (centres undefined)
  0	0	6	-2	1	5	1	-1	0.3	6
O=S(=O)(c1ccccc1)[C@@]1(c2ccc(Br)cc2)C[C@@H]2ON=C(c3cccc(Br)c3)[C@@H]2C1
  1	4	0	1	-6	0	0	-2	-0.7	1
CC1CCCCN1S(=O)(=O)c1ccc(C(=O)Nc2nnc(C3=COCCO3)o2)cc1 (centres undefined)
  0	11	-2	0	6	-6	2	-6	-1.2	-1
Cc1cc(Br)cn2c(Cc3cccc(F)c3)c(-c3ccc(Cl)cc3)nc12
  1	-10	-37	-1	/	5	-1	-11	3.9	10
Cc1cccc(Nc2nc(C)cc(C)c2C#N)c1
  0	-19	-2	-1	-3	4	0	-2	2.0	-5
O=C(NC1CCCC1)C(=O)c1c[nH]c2ccccc12
  8	-10	-22	-4	-3	2	-5	-9	-1.0	11
CCOc1ccc(C(=S)N2CCCC2)cc1OCC
  8	11	0	-5	-2	0	3	-1	0.3	-9
COc1ccccc1N1CCN(Cc2cccc(OC)c2OC)CC1
  0	4	4	5	7	0	3	3	-2.3	-9
Cc1ccc(NC(=O)c2ccccc2OCc2c(C)noc2C)cc1S(=O)(=O)N(C)C
  0	2	1	-1	-11	0	-4	-1	-0.4	1
CCN(CC)c1ccc(N2C(=O)C3CCCCC3C2=O)cc1[N+](=O)[O-] (centres undefined)
  -4	14	9	-5	-1	-3	1	-8	0.5	2
COc1cc(/C=C2\SC(=Nc3ccc(N4CCOCC4)cc3)N(C)C2=O)ccc1OC(C)C(=O)O (centres undefined)
  1	-15	-5	4	7	-4	2	0	-6.6	-8
CCN1CCN(c2c(C(=O)c3ccc(OC)cc3)cnc3ccccc23)CC1
  -5	2	0	13	3	-2	-2	9	-2.2	-2
Cc1cccc(C(=O)OCC(=O)N2CCCC2=O)c1O
  2	7	-1	-7	-7	-1	-5	-2	0.5	4
Cc1ccc(/C=C2\SC(=S)N(CCC(=O)NNC(=O)c3ccccc3O)C2=O)cc1
  0	20	13	29*	38*	-1	1	6	-1.7	8
O=C(NNS(=O)(=O)c1ccc(Br)cc1)c1ccncc1
  -4	4	0	0	0	-4	0	-1	1.2	-1
COc1ccc(Cl)cc1C(=O)NNC(=O)COC(=O)CCN=C1NS(=O)(=O)c2ccccc21
  1	-1	3	15	8	0	2	1	-1.2	4
CCCCNC(=O)Nc1ccc(Br)cn1
  -2	-1	2	6	0	-1	0	-2	0.5	-5
C=CCn1c2ccccc2c2nnc(SCC(=O)OC)nc21
  -5	2	-3	0	4	-2	2	0	0.1	-6
CCCC(c1nnnn1Cc1ccc(F)cc1)N1CCN(C2CCCCC2)CC1 (centres undefined)
  -1	8	6	-6	10	0	2	2	0.5	-2
COc1ccc(S(=O)(=O)N(CC(N)=O)C2CCCCC2)cc1Cl
  2	2	-5	9	-2	1	2	1	-1.3	-3
CC(=O)N1CSCC1C(=O)NNS(=O)(=O)c1ccccc1 (centres undefined)
  -1	-3	1	1	/	1	-1	-1	-0.9	8
CCNC(=O)C1(C)CCN(Cc2cccc(Oc3ccccc3)c2)C1 (centres undefined)
  0	3	7	1	/	-1	-1	0	-0.6	-3
O=C(CNC(=O)c1ccc(Br)o1)NNC(=O)c1ccccc1F
  3	-6	-2	-4	6	2	-1	0	-2.4	4
N#CC(C#N)=C1C=CC=CN1/C(=C\c1ccccc1)C(=O)c1cccs1
  20	5	4	-2	-8	-5	-7	2	0.3	-2
O=c1c(Cc2c(F)cccc2Cl)c(O)ccn1CC1CCCO1 (centres undefined)
  5	0	-10	0	-1	0	-1	-6	1.4	9
CCN(CC)Cc1c(O)ccc2c(=O)c(-c3ccc(Cl)cc3)coc12
  1	2	-1	-11	3	-1	-2	-7	0.3	4
COC(=O)c1c(-c2ccsc2)oc2ccc(-c3cc(OC)c(OC)c(OC)c3)cc12
  -1	3	-27	10	-9	1	0	-9	-0.1	-4
Cn1cccc1C(=O)OCC(=O)Nc1cc(C(C)(C)C)nn1-c1ccccc1
  0	-6	-12	-7	-1	3	-1	1	0.5	-1
CCN(CC(=O)Nc1ccc(NC(C)=O)cc1)CC(=O)Nc1ccc(F)c(Cl)c1
  6	-15	-18	-9	-7	6	4	-9	0.8	-1
O=c1nc(/C=C/c2ccccc2C(F)(F)F)cc(C(F)(F)F)[nH]1
  0	11	-5	17	-6	2	1	-6	-1.7	-10
CCOC(=O)NC1(C(F)(F)F)NC(=O)N(c2ccc(F)cc2)C1=O (centres undefined)
  -2	9	3	2	-6	1	-3	8	-0.7	2
CC(C)(C)C(=O)NC1(C(F)(F)F)NC(=O)N(c2ccccc2F)C1=O (centres undefined)
  -8	0	-3	7	-6	-1	3	-1	-3.2	1
CCCCOC(=O)Nc1nnc(C(C)C)s1
  1	0	2	4	8	-1	0	1	-0.6	5
CN1CCC(N(C)C(=O)c2ccccc2F)CC1
  0	14	0	8	2	-1	0	0	1.4	4
CC12CCC(=O)N1C(C(=O)Nc1ccccc1N1CCOCC1)CS2 (centres undefined)
  -2	9	-5	-2	0	-3	3	2	-1.3	-6
O=C(c1cc2ccccc2cc1O)N1CCN(c2ccccn2)CC1
  -11	-6	1	5	-2	0	0	1	-1.8	-2
Cc1[nH]c(=O)c(Cc2ccccc2)c(O)c1C#N
  1	10	0	1	10	-2	-4	-4	0.1	1
Cc1nc(C(=O)NC2CC2)sc1C1(C)CC(c2cccc([N+](=O)[O-])c2)=NO1 (centres undefined)
  -1	-1	4	0	-2	1	3	-6	-0.7	-1
CCN(CC(=O)Nc1c(F)cccc1F)C(=O)C1CC(=O)N(c2ccccc2OC)C1 (centres undefined)
  0	-3	2	5	0	0	-1	-6	-1.7	4
Nc1nnc(SCC(=O)Nc2cc(S(=O)(=O)N3CCOCC3)ccc2N2CCCC2)s1
  0	-1	3	-2	-12	-1	4	-4	-2.6	-2
Cc1ccc(C(=O)NCc2n[nH]c(=S)n2-c2ccccc2)cc1[N+](=O)[O-]
  3	-3	-1	-6	5	4	-1	2	-1.9	5
O=C(Cn1sc2ccccc2c1=O)Nc1ccccc1
  87*	-4	10	5	-1	0	-3	5	0.9	-6
Cc1c(C(=O)NCC2CCCO2)sc2nc(-c3ccccc3)cn12 (centres undefined)
  -1	14	3	2	-4	1	-5	0	0.3	1
CN(C)CCNc1oc(-c2ccccc2F)nc1C#N
  1	9	-7	-4	-3	-3	-4	-3	-0.6	-3
